Bioassay records: PubChem BioAssay, National Center for Advancing Translational Sciences (NCATS)
KAT2A inh – blocks human GCN5L2 histone acetyltransferase. Potency, µM (top dose mostly 58.9 µM), for the others: at the highest dose activity change, negative = inhibition, actives largely listed as inhibitors. GCN5L2 HAT assay, ThioGlo1 CoA-SH fluorescence. 390,000 compounds, 0.21% hits. AID 504327
Target sequence (Q92830 whole entry, looked up): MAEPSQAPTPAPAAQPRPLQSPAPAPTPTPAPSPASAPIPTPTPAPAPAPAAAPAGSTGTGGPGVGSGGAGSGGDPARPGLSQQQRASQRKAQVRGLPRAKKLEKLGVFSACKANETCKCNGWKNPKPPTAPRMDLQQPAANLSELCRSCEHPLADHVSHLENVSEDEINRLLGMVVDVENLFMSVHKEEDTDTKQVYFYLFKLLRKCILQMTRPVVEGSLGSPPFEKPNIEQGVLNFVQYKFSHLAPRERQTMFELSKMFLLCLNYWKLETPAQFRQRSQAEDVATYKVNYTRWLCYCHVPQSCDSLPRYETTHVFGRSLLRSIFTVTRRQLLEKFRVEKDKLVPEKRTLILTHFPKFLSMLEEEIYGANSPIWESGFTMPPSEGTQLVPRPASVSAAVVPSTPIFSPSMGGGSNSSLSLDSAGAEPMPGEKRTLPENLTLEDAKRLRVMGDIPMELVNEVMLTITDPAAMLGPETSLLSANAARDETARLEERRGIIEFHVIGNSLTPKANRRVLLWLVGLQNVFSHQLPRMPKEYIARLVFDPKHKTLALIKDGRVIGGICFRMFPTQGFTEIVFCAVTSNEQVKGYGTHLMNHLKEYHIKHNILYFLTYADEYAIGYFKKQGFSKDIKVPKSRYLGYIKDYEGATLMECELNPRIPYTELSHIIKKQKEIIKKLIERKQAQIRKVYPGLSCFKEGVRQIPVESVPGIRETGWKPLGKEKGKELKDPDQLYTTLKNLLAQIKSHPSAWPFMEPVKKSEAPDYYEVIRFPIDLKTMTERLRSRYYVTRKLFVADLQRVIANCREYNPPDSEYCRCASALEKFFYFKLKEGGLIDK
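Free CoA generated was detected with ThioGlo1 (50uM) fluorescence at Ex340nm/Em540nm, read immediately and after 20 min at room temperature. Enzyme, 20 nM in HEPES pH 7.5 buffer, saw compounds 15 min before adding 75uM H3(1-25) peptide and 70uM acetyl-CoA.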
DT40 TDP1 CPT – DT40-hTDP1 cell growth loss with CPT. 420,000 compounds, 12% hits. chicken DT40 Tdp1-/-;hTDP1 cells + 20 nM CPT, ATP luminescence, 48 h. Potency, µM (doses to about 46.2 µM), without a hit: top-dose activity change, negative = growth inhibition, hits mostly inhibitors; further: nearly all actives have a fitted effect of over 55% in size
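Cell growth measured by CellTiter-Glo luminescence after a minimum 48 h, 37 C compound exposure with 20 nM CPT in Tdp1-knockout DT40 cells stably expressing hTDP1, seeded 400/well; qHTS titration format.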
TDP1 cell noCPT – qHTS for Inhibitors of human tyrosyl-DNA phosphodiesterase 1 (TDP1): qHTS in cells in absence of CPT. DT40 Tdp1-/- hTDP1 cells, no CPT, ATP luminescence, 48 h. Potency, µM (highest dose often 46.2 µM), inactives show at the highest dose activity change, negative = growth inhibition, hits mostly inhibitors. 420,000 compounds, 15% hits. AID 686978, 2013; further: nearly all actives have a fitted effect of over 55% in size
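Growth of hTDP1-complemented DT40 Tdp1-knockout cells is measured by ATP luminescence after at least 48 hr compound exposure at 37 °C, with DMSO substituting for the 20 nM CPT used in the parallel screen.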
Active calls of the source: *; u = inconclusive; x = not tested or not shown. The call rests on the fitted dose curve; in most records, active means well fitted curve in the direction sought with a large enough effect; inconclusive means small, poorly fitted or top-dose-only effect, or another doubt; inactive means no such curve, though single readings can be large; an effect the other way counts as inactive or inconclusive. On the % scale 0 is the no-effect control and ±100 the full control effect; potency means the concentration at half of the fitted maximal effect. The list is partial; the hit share may differ from the screen's.

smiles	KAT2A inh	DT40 TDP1 CPT	TDP1 cell noCPT
COc1ccc(C(=O)C2CCCCC2=O)cc1 (centres undefined)	-2%	3%	1%
CCCCN1CC(COCc2ccccc2)OCCS1(=O)=O (centres undefined)	x	7%	-28%
O=C(Nc1ccc(S(=O)(=O)Nc2nccs2)cc1)C1=NN(c2ccccc2)C(=O)CC1	-27%	u	1%
CCOC(=O)c1c(/N=C/c2ccccc2O)sc2c1CCC2	-17%	26%	-1%
COC(=O)c1ccc2nc(C)cc(Nc3ccc(N(C)C)cc3)c2c1	-4%	-1%	u
O=C(CSc1nnc(COc2ccc3c(c2)CCCC3)o1)Nc1ccc(F)cc1	-5%	-15%	-18%
COc1ccc2c(c1)sc1ncc(C(=O)NCc3cccc(C)c3)c(=O)n12	-2%	4%	5%
COc1ccc(S(=O)(=O)NC(=O)C2(C)CCN2C(=O)c2cccc(F)c2)cc1 (centres undefined)	x	3%	7%
COCCC(=O)N1CCC(Oc2ccc(C(=O)N(C)C3CCCCC3)cc2)CC1	-6%	-19%	u
CCCS(=O)(=O)NCc1cn2cccc(C)c2n1	-3%	2%	-3%
Cc1ccc(-c2cc(C(F)F)nc(N3CCC(C)CC3)n2)cc1	-1%	-9%	-28%
COc1ccc(S(=O)(=O)NCC2CCCN(C(=O)CSC)C2)cc1 (centres undefined)	-6%	-17%	-1%
C=Cc1ccc(Cn2c(C(=O)O)c(CNCCc3ccccc3)c3ccc(C)cc32)cc1	-3%	u	u
COc1cc2sc3ccc(-c4ccc(N(C)C)nc4)cc3c(=O)c2cc1OC	x	5.8µM*	5.8µM*
O=C(NCCCl)Nc1ccc(Cl)c([N+](=O)[O-])c1	-7%	u	u
O=[N+]([O-])c1cc(C(F)(F)F)ccc1NN=C1CCCC1	-2%	-4%	-18%
CCc1ccc(C(=O)OCC(=O)NC2CCCC2)cc1	-22%	0%	-22%
O=C(Cc1ccccc1)c1nc2ccccc2s1	-17%	u	u
CN1CCN(c2ncnc3ccc(-c4ccccc4C(F)(F)F)cc23)CC1	-7%	u	u
CCc1ccccc1NC(=O)CN1CCN(C(=O)CNC(=O)c2ccc(N3CCCC3=O)cc2)CC1	-4%	-11%	-16%
COc1cccc(NC(=O)C(C)Sc2nnc(C3CC3)n2C2CC2)c1 (centres undefined)	-9%	-21%	0%
COc1ccc(OC)c(NC(=O)c2cc3c(=O)n4ccccc4nc3n2C)c1	-1%	-29%	-22%
Cc1cc(C)cc(NC(=O)C2CCCN(C(=O)c3cnn(-c4ccccc4)c3-n3cccc3)C2)c1 (centres undefined)	-5%	18µM*	18µM*
COCCNC(=O)c1cccc(OC2CCN(Cc3ccc(C(=O)OC)cc3)CC2)c1	-11%	-11%	-25%
COc1cc(OC)cc(C(=O)Nc2cc3nn(-c4ccccc4)nc3cc2Cl)c1	-20%	12µM*	16µM*
C#CCOCCOCCOCCNc1nc(N2CCN(C(=O)[C@H](Cc3ccc(O)cc3)n3cc([C@@H](N)CC(C)C)nn3)CC2)nc(N2CCN(C(=O)[C@H](Cc3cc4ccccc4[nH]3)n3cc([C@@H](N)CC(C)C)nn3)CC2)n1	0%	-29%	-8%
Oc1ccc(Nc2nc(-c3ccccc3F)nc3ccccc23)cc1	0%	-17%	-21%
COc1ccc(N(C(=O)c2cccc(OC)c2OC)C2C=CS(=O)(=O)C2)cc1 (centres undefined)	-4%	-18%	-7%
Cc1ccccc1Nc1nc(N)nc(COC(=O)c2nn(C)c(=O)c3ccccc23)n1	x	u	-27%
CCC(CO)Oc1cc(NCc2cccnc2)c2ncn(C(C)C)c2c1 (centres undefined)	-14%	u	5%
COc1ccc(C2SCC(C(=O)O)N2C(C)=O)cc1 (centres undefined)	-5%	-7%	-13%
CCOC(=O)c1ccc2c(c1)nc(SC/C(O)=C(\C#N)c1nc3ccccc3[nH]1)n2CC	-4%	u	u
Cc1cc(C)cc(C(=O)Nc2ccc(-c3cn4cccnc4n3)cc2)c1	-1%	u	9.2µM*
Cc1ccc(C)n1-c1nn(S(=O)(=O)c2cccc3cccnc23)c2cccc(F)c12	-1%	-7%	-59%
Cc1onc(-c2ccccc2)c1C(=O)Nc1cccnc1	-2%	-4%	-17%
Cc1cc2nc(-c3ccc(SCC(=O)Nc4ccc5c(c4)OCCO5)nc3)[nH]c2cc1C	1%	23µM*	23µM*
CCCN1C(=O)/C(=N\OCC(=O)NCC(F)(F)F)c2ccccc21	0%	-21%	-24%
CCOc1ccc(/C(O)=C2/C(=O)C(=O)N(c3ncccn3)C2c2ccccc2)cc1 (centres undefined)	6%	u	-2%
Cc1ccc(N2CC(C(=O)Nc3nccs3)CC2=O)cc1 (centres undefined)	3%	2%	2%
Cc1cc(C)nc(-n2nc(C)cc2NC(=O)CN2CCc3ccccc3C2)n1	-1%	10µM*	23µM*
CCN(CC)CCNC(=O)c1ccc(NC(=O)C2CCN(c3ncnc4sc(C)c(C)c34)CC2)cc1	-37%	18µM*	23µM*
Cc1cc(C)n(CC2CC(=O)N(c3ccc(Cl)c(Cl)c3)C2=O)n1 (centres undefined)	-22%	-19%	-6%
Cc1ccc(NC(=O)C2CSC3(C)CCC(=O)N23)cc1S(=O)(=O)N1CCOCC1 (centres undefined)	1%	-9%	-9%
Cc1ccccc1NC(=O)/C(=C/c1ccccc1)c1ccccc1	-1%	21µM*	12µM*
Cc1csc(=O)n1CCC(=O)OCC(=O)NNC(=O)c1ccccc1	2%	3%	-4%
CCc1nnc(NC(=O)CSc2nnc(-c3ccc(S(=O)(=O)N4CCCC4)cc3)n2CC)s1	-4%	-1%	-27%
O=S(=O)(c1ccc(NC(=S)NCc2ccco2)cc1)N1CCCC1	0%	11%	-20%
COC(=O)Nc1ccc(S(=O)(=O)NCCO)cc1	-2%	-30%	4%
Cc1ccc(C)c(OCCC(=O)N2CCN(S(=O)(=O)c3cc(F)ccc3F)CC2)c1	u	u	u
O=C(C[N+]1(CCO)CCOCC1)c1ccc2ccccc2c1	x	6%	-23%

More structures follow:
smiles	KAT2A inh	DT40 TDP1 CPT	TDP1 cell noCPT
COc1ccc(CCNC(=O)CCCCC(=O)NCCc2ccc(OC)c(OC)c2)cc1OC	x	-23%	-2%
COc1ccc(OC)c(NC(=O)C2C(C(=O)O)C3(Cl)C(Cl)=C(Cl)C2(Cl)C3(Cl)Cl)c1 (centres undefined)	2%	-20%	-22%
CC(C)CCN1CCC(n2nccc2NC(=O)c2ccc3c(c2)OCO3)CC1	2%	16%	-9%
Cc1ccc(CNC(=O)CSc2ncc(C(=O)Nc3ccccc3)c(=O)n2C)cc1	-7%	12µM*	15µM*
Cc1cc2nc(CSc3ccc(Cl)cc3)cc(=O)n2[nH]1	-8%	u	u
COCCNc1nc(Nc2ccc(Cl)cc2F)c2sccc2n1	x	13µM*	16µM*
O=C(NC(=S)NNC(=O)c1ccccc1[N+](=O)[O-])c1ccc(Br)cc1	-13%	-1%	-24%
Cc1cc(OCCOCCNCc2ccccc2)ccc1C(C)C	-8%	18µM*	12µM*
C/C(=N\NC(=O)c1cc(-c2ccc(O)cc2)nc2ccccc12)c1cccnc1	-14%	21µM*	u
CC1N=C(N)C(c2nc3ccccc3n2C)=C1O (centres undefined)	-2%	-16%	12%

Of the compounds above, 3 contain a COOH group.
smiles	KAT2A inh	DT40 TDP1 CPT	TDP1 cell noCPT
C=Cc1ccc(Cn2c(C(=O)O)c(CNCCc3ccccc3)c3ccc(C)cc32)cc1	-3%	u	u
COc1ccc(C2SCC(C(=O)O)N2C(C)=O)cc1 (centres undefined)	-5%	-7%	-13%
COc1ccc(OC)c(NC(=O)C2C(C(=O)O)C3(Cl)C(Cl)=C(Cl)C2(Cl)C3(Cl)Cl)c1 (centres undefined)	2%	-20%	-22%

More records follow:
smiles	KAT2A inh	DT40 TDP1 CPT	TDP1 cell noCPT
O=C(COC(=O)COc1ccc(Br)cc1)NC1CCCC1	1%	-2%	14%
O=C(N/N=C/c1sc(N2CCOCC2)nc1-c1ccccc1)c1cccc(S(=O)(=O)N2CCCC2)c1	-20%	2.6µM*	4.6µM*
CC(=O)N1CCc2c(sc(NC(=O)CN3C(=O)CCC3=O)c2C(N)=O)C1	-8%	-5%	6%
COc1ccc(-c2nc(Cn3c(SCc4ccccc4F)nc4ccncc43)c(C)o2)cc1	-13%	u	15µM*
CCc1ccc(-c2nc(CSCC(=O)NCc3ccco3)c(C)o2)cc1	-7%	u	u
S=C1NCCOCCOCCOCCN1	-2%	-12%	5%
Cc1ccc(C(=O)N/N=C\c2ccncc2)s1	-25%	-10%	-5%
COc1cc(C(=O)NCC(c2cccs2)N2CCOCC2)c([N+](=O)[O-])cc1OC (centres undefined)	3%	2%	-21%
CC(C)(C)OC(=O)CC12CCCCC1NC(=O)O2 (centres undefined)	6%	4%	-5%
COc1ccccc1CN1CCN(C(=O)c2cccc3ccccc23)CC1	x	-11%	u

Rewritten with each value named: part of the list above.
> CCOc1ccc(/C(O)=C2/C(=O)C(=O)N(c3ncccn3)C2c2ccccc2)cc1 (centres undefined)
  KAT2A inh: 6%; DT40 TDP1 CPT: u; TDP1 cell noCPT: -2%

> Cc1ccc(N2CC(C(=O)Nc3nccs3)CC2=O)cc1 (centres undefined)
  KAT2A inh: 3%; DT40 TDP1 CPT: 2%; TDP1 cell noCPT: 2%

In the list so far, these have bromine:
smiles	KAT2A inh	DT40 TDP1 CPT	TDP1 cell noCPT
O=C(NC(=S)NNC(=O)c1ccccc1[N+](=O)[O-])c1ccc(Br)cc1	-13%	-1%	-24%
O=C(COC(=O)COc1ccc(Br)cc1)NC1CCCC1	1%	-2%	14%

(more compounds)
smiles	KAT2A inh	DT40 TDP1 CPT	TDP1 cell noCPT
CC1(c2nnc(-c3ccc(Cl)cc3)o2)CC(c2ccc([N+](=O)[O-])cc2)=NO1 (centres undefined)	-17%	-24%	-22%
COc1ccc(OCC(=O)NNC(=O)c2ccc(-c3ccccc3)cc2)cc1	-15%	u	u
CN(C)S(=O)(=O)c1cccc(COC(=O)CCNC(=O)c2ccc([N+](=O)[O-])cc2)c1	-4%	1%	-2%
CC(C)c1ccc(OCC(=O)N2CCN(C(=O)c3ccco3)CC2)cc1	-7%	-1%	-11%
O=C(NCC1CCN(C(=O)c2ccc([N+](=O)[O-])cc2)CC1)c1ccc([N+](=O)[O-])cc1	0%	-28%	u
COc1ccc(NC(=O)C2OCCc3ccccc32)c(OC)c1 (centres undefined)	-10%	u	u
O=C(/C=C/c1ccco1)NCc1ccccn1	0%	-19%	u
Cc1cc(C(=O)N2CCCC(N3CCN(c4cccc(C(F)(F)F)c4)CC3)C2)n[nH]1 (centres undefined)	-2%	-24%	-23%
Cc1ccc(-c2csc(NC(=O)CN3CCOCC3)n2)cc1C	-9%	u	16µM*
Cc1oc(-c2cccc(Cl)c2)nc1CN1CCC(C(=O)NCCCN2CCN(c3ccccc3F)CC2)CC1	1%	2.9µM*	3.7µM*
C[C@H](CO)N1C[C@H](C)[C@@H](CN(C)S(C)(=O)=O)Oc2ccc(NS(=O)(=O)c3cn(C)cn3)cc2C1=O	0%	5%	1%
O=[N+]([O-])c1ccc(N2CCN(Cc3ccccc3)CC2)c2c1no[n+]2[O-]	x	0.16µM*	0.26µM*
CC(=O)c1cnn(-c2c(Cl)cc(Cl)cc2Cl)c1C	-3%	16µM*	18µM*
CC(=O)Nc1ccc(-c2csc(NNC(=O)c3ccc(C)cc3)n2)cc1	-1%	13µM*	10µM*
COC(=O)C1=C(C)NC(=S)N(C(C)=O)C1c1ccccc1 (centres undefined)	-2%	2%	-11%
O=C(NCc1ccncc1)C(=O)NCC(c1ccco1)N1CCN(c2ccccc2F)CC1 (centres undefined)	1%	-29%	-33%
Cc1ccc(C(CC(=O)N2CCCCC2)c2ccccc2)c(O)c1C (centres undefined)	-19%	u	-8%
Cc1cc(C)cc(Oc2nc3c(c(=O)n(C)c(=O)n3C)n2Cc2ccc(F)cc2)c1	2%	u	u
CCc1nc(SCc2ccc(Cl)cc2)n[nH]1	-9%	-28%	16%
